# High-throughput results from PubChem.
# CYP2C9 inhib – blockers of cytochrome P450 2C9 activity – biochemical, luminescence, ADME assay, primary screen | P11712 | CYP2C9 Supersomes, luciferin-H conversion | inhibition, % at 5 µM | hit rate 20% among 96,000;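 active = blocking of liver enzyme CYP2C9 beyond about 50% at 5 µM, limit read from the data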; also: values of inactives mirror those of a sister screen read the other way
# Target sequence (P11712 whole entry, looked up): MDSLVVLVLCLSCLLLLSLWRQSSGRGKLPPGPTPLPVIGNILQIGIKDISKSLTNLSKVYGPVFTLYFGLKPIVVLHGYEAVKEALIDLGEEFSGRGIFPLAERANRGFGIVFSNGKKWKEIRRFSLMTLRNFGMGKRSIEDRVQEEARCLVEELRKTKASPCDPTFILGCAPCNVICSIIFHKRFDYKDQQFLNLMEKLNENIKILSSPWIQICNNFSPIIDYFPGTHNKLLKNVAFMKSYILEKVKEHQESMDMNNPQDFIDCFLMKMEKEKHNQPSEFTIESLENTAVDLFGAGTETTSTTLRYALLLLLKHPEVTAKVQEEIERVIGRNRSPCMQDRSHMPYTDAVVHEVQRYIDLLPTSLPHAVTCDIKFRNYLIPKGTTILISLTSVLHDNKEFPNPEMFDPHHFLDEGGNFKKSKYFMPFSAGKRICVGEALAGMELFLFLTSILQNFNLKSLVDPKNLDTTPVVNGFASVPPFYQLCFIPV
# Pyk2 oligo antag – antagonists of Pyk2 self-association, primary screen, Q293 cells, FERM NanoBiT luminescence, HTS. Protein-tyrosine kinase 2-beta (Homo sapiens), Q14289. active compounds read low. z-score (the deposit names both 25 µM and 10 µM). hit rate 0.83% among 99,000. AID 1347419, 2020;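 active = Z-score of -3 or lower, scaled per plate to the spread of control and sample wells; inactive = z-score above -3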;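 also: negative z-score means lost luminescence so less FERM oligomerization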
# CD11b adhes enh – enhancers of CD11b/CD18 adhesion to fibrinogen, primary screen, K562 cells, luminescence; Integrin beta-2 (Homo sapiens) + Integrin alpha-M (Homo sapiens), P05107+P11215; ATPlite luminescence; activation, % at 10 µM; hit rate 0.07% among 93,000;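 active = 10 µM primary screen giving 50% or more activity, confirmed by 40% or more on retest at that dose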; also: strong numbers were not always called active; reference of the scale not given here
# CD11b adhes inh – inhibitors of CD11b/CD18 adhesion to fibrinogen, primary screen, K562 cells, luminescence | ATPlite luminescence; Mn2+ added to activate the integrin | hit rate 0.54% among 93,000 | AID 1497, 2009 | inhibition, % at 10 µM | Integrin beta-2 (Homo sapiens) + Integrin alpha-M (Homo sapiens), P05107+P11215;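 active = primary inhibition of 50% or more at 10 µM, then 40% or more on retest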; also: some results filed as inactive read as strong as hits
# PLAP act – PLAP enzyme activators, biochemical, luminescence, HTS; Alkaline phosphatase, placental type (Homo sapiens), P05187; purified PLAP enzyme, luminescent substrate read-out; active compounds read high; activation fold at 20 µM; hit rate 1.2% among 96,000; AID 696, 2007; in the data active = activation fold above about 2
# CYP2C19 inh – blockers of cytochrome P450 2C19 activity – biochemical, luminescence, ADME assay, primary screen. P33261. CYP2C19 Supersomes, luciferin-H EGE luminescence, 30 min. inhibition, % at 5 µM. hit rate 21% among 96,000;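 active = CYP2C19 inhibition above a set limit at 5 µM in the primary screen, cut at about 50% in these data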;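 also: plate controls were negative control wells for no effect and 2.5 mM tranylcypromine positive control for full effect; values of inactives mirror those of a sister screen read the other way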
# Target sequence (P33261 whole entry, looked up): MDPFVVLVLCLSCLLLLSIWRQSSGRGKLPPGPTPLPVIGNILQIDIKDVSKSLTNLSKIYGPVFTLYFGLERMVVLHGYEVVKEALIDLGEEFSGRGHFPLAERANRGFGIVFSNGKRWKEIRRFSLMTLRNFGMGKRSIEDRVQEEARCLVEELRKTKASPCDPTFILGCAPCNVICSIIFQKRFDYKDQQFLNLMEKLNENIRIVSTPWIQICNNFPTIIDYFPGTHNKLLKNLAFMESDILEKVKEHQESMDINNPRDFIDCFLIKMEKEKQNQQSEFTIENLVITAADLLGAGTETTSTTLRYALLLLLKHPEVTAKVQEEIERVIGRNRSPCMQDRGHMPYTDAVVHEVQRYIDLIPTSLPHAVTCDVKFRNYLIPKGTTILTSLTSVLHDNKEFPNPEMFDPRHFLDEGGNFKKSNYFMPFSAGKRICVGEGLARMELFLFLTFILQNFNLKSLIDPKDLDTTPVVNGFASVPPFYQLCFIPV
# CYP2C9 activ – human CYP2C9 activators, primary screen, biochemical, luminescence; hit rate 1.4% among 96,000; activation factor at 5 µM; AID 1024, 2008; recombinant CYP2C9, luciferin-H conversion; active compounds read high; factor 1 = untreated enzyme, 0 = blocked; Cytochrome P450 2C9 (Homo sapiens), P11712;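 active = activation factor of 2 or more for CYP2C9 at a 5 µM dose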;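 also: 0 = sulfaphenazole-blocked wells and 1 = vehicle-only wells; values of inactives mirror those of a sister screen read the other way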
# MT1-MMP txn act – MT1-MMP promoter reporter activation – cell-based, luciferase luminescence, primary screen | HT1080 MT1-MMP promoter luciferase reporter, overnight; active compounds read high | activation factor at 10 µM | hit rate 0.16% among 86,000 | AID 750, 2007;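 active = activation factor of at least 2 for MT1-MMP transcription at 10 µM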
# CYP2C19 activ – human CYP2C19 activators, primary screen, biochemical, luminescence | Cytochrome P450 2C19 (Homo sapiens), P33261 | recombinant CYP2C19, luciferin-H EGE luminescence; active compounds read high; 0 = fully inhibited enzyme, 1 = untreated enzyme | activation factor at 5 µM | 96,000 tested, under 10 active;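 active = activation factor of at least 2 at 5 µM in the primary screen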;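 also: 0 = wells with 2.5 mM tranylcypromine and 1 = vehicle-only wells; values of inactives mirror those of a sister screen read the other way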
# Active calls of the source: *; x = no result given.
SMILES,CYP2C9 inhib,Pyk2 oligo antag,CD11b adhes enh,CD11b adhes inh,PLAP act,CYP2C19 inh,CYP2C9 activ,MT1-MMP txn act,CYP2C19 activ
CCCCn1c(=O)[nH]c(=O)c2c1nc(-c1ccc(-c3ccccc3Br)o1)n2CC,47,-0.27,2,-18,0.9,15,0.5,x,0.9
O=C(CCCCn1c(=O)[nH]c2ccsc2c1=O)NCC1CCCO1 (centres undefined),-4,0.03,-4,-19,0.9,-7,1,1.1,1.1
COc1ccc(NC(=O)CSc2nnc(-c3cccs3)n2C)cc1OC,-5,0.06,-3,-4,0.9,-9,1.1,1.1,1.1
CCN1CCN(CC(=O)Nc2cccc(C)c2C)C(=O)C1=O,1,x,-4,-2,1,-4,1,0.9,1
O=C1c2ccccc2NC(c2ccc(-c3cccc(Cl)c3)o2)N1O (centres undefined),52*,0.73,-4,1,1.7,22,0.5,x,0.8
COC(=O)c1sccc1NC(=S)N1CCCCC1,-21,0.06,-4,5,1.1,32,1.2,x,0.7
CC(NC(=O)c1ccccc1Cl)C(=O)O (centres undefined),12,1.3,-2,4,1.2,-8,0.9,1.1,1.1
CCCCc1cc(=O)oc2c(CN(CC)CC)c(O)c(Cl)cc12,3,0.95,-3,4,1.4,-17,1,1.1,1.2
CC1CCCC(C)N1CCCNC(=O)c1cc2c(=O)n(C)c3ccccc3c2n1C (centres undefined),-3,x,-6,7,1.8,-9,1,1.2,1.1
CCOC(=O)NC1(C(F)(F)F)C(=O)NC(C)=C1C(=O)OC (centres undefined),-7,0.65,-3,1,0.9,11,1.1,x,0.9
Cc1ccc(S(=O)(=O)N(C)CC(=O)N2CCN(c3ccccn3)CC2)cc1,-48,0.34,12,-1,1,11,1.5,1.2,0.9
N#CC1=C(N)N(c2ccc(Br)cc2)C2=C(C(=O)CCC2)C1c1cccnc1 (centres undefined),52*,-1.3,-3,5,1,21,0.5,1.2,0.8
CC1(C)NC(=O)N(CCOCCOc2cccc(Oc3ccccc3)c2)C1=O,84*,-0.19,-8,-5,1.4,96*,0.2,1,0
c1ccc(-c2nnc(SCc3nc4ccccc4[nH]3)n2Cc2ccco2)nc1,90*,0.66,-1,-8,2.6*,51*,0.1,1.1,0.5
CCCOc1ccc(C(=O)CCC(=O)OCC(=O)N2CC(=O)Nc3ccccc32)cc1,22,1,-7,-10,0.9,10,0.8,x,0.9

# Marked active in PLAP act, among the entries above:
SMILES,CYP2C9 inhib,Pyk2 oligo antag,CD11b adhes enh,CD11b adhes inh,PLAP act,CYP2C19 inh,CYP2C9 activ,MT1-MMP txn act,CYP2C19 activ
c1ccc(-c2nnc(SCc3nc4ccccc4[nH]3)n2Cc2ccco2)nc1,90*,0.66,-1,-8,2.6*,51*,0.1,1.1,0.5

# Additional entries follow:
SMILES,CYP2C9 inhib,Pyk2 oligo antag,CD11b adhes enh,CD11b adhes inh,PLAP act,CYP2C19 inh,CYP2C9 activ,MT1-MMP txn act,CYP2C19 activ
CS(=O)(=O)Nc1cccc2cccnc12,-136,-0.21,0,-6,1.4,5,2.4*,1.1,1
CCOC(=O)c1c(-c2ccc(C)o2)csc1NC(=O)CSc1ncn[nH]1,85*,0.29,-2,10,2.2*,61*,0.1,1.1,0.4
COCCn1c(SCC(=O)Nc2nnc(C)s2)nnc1-c1cc2ccccc2cc1O,41,0.37,-8,-6,1.1,10,0.6,1.1,0.9
CC1CCOC2(O1)C(=O)N(CN1CCN(c3cccc(Cl)c3)CC1)c1ccccc12 (centres undefined),5,0.32,-2,-4,1.1,11,1,1.1,0.9
COCc1cc(=O)[nH]c2cc(NC(=O)C3CC3)c(C)cc12,4,0.22,-1,-2,1.1,9,1,x,0.9
Cc1[nH]nc2c1C(=O)CCC2,5,0.22,5,-35,0.8,14,1,1.1,0.9
COC(=O)c1ccc(CN(C)S(=O)(=O)c2ccc(C)cc2)o1,58*,0.04,1,-13,1,91*,0.4,1.1,0.1
COc1ccc(-c2oc3ccccc3c(=O)c2OC(=O)c2ccc(C)cc2)cc1,89*,-0.53,x,x,0.9,84*,0.1,x,0.2
Cc1cc(=O)oc2ccc(OC(=O)c3cccc(S(=O)(=O)N4CCOCC4)c3)cc12,-92,-0.43,2,-2,0.9,-8,1.9,1.3,1.1
CCCCn1c(=O)[nH]c2ccccc21,1,x,1,0,0.8,29,1,1,0.7
Fc1ccc(N2CCN(c3ccc4c(C(F)(F)F)cc(C(F)(F)F)nc4n3)CC2)cc1,-40,-0.54,x,x,1.2,21,1.4,x,0.8
CCOc1ccccc1Nc1nnc(SCC(=O)N2CCCC2)s1,-130,-0.31,0,-34,0.8,4,2.3*,1.4,1
CCCCn1c(CCNC(=O)CC)nc2ccccc21,-1,x,-1,-39,1.1,-8,1,1.1,1.1
CCOC(=O)c1c(C)[nH]c(C(=O)OCC(=O)NC(C)C)c1C,45,0.38,-3,-6,0.8,4,0.6,x,1
CCc1ccc(NCc2cc3c(C)nn(-c4ccccc4)c3[nH]c2=O)cc1,92*,-0.92,2,-8,1.4,50,0.1,1.3,0.5
CCCCc1ccc(NC=C2C(=O)OC3(CCCCC3)OC2=O)cc1,44,0.02,2,16,0.8,-17,0.6,1.2,1.2
CCC(=O)OC1(C#CCOc2ccc(OC)cc2)CCN(C)CC1,-9,0.22,5,-19,1.6,66*,1.1,1.1,0.3
CCc1nnc(NC(=O)CN2CCN(C3CCCCC3)CC2)s1,-9,1.3,-4,2,1.1,-12,1.1,1.1,1.1
CCCCN(C(=O)NC(=O)C1=C(N2CCOCC2)/C(=C/c2ccccc2)CC1)S(C)(=O)=O,78*,0.4,-1,-3,1.5,79*,0.2,1.7,0.2
COc1cccc(-c2ccc(C#N)c(OC(=O)c3ccc(Cl)cc3)n2)c1,27,0.34,-4,16,1.2,11,0.7,1.1,0.9
CN1C(=O)C2(C(C#N)=C(N)Oc3c2oc(CO)cc3=O)c2ccccc21 (centres undefined),-7,0.78,5,-3,0.8,-12,1.1,1.2,1.1
OCC1CCCN(C(=S)NCCc2ccccc2)C1 (centres undefined),11,0.65,x,x,1,48,0.9,1.6,0.5
CCc1cc(/C(Cc2ccccn2)=N\O)c(O)cc1O,62*,0.23,-6,50,1,46,0.4,1,0.5
CC(C)c1ccc2oc(-c3cc(N)ccc3O)nc2c1,31,-0.7,-4,66,1,-6,0.7,1,1.1
COc1ccc(S(=O)(=O)N(C)CC(=O)Nc2ccc3c(c2)OCO3)cc1OC,15,-0.7,-4,-1,0.9,25,0.9,1.1,0.8
CCOc1ncccc1C(=O)OCC(=O)c1cc(C)n(Cc2ccco2)c1C,-127,0.63,3,13,1.1,80*,2.3*,1.1,0.2
O=C(COC(=O)c1ccc(S(=O)(=O)N2CCCC2)cc1)NCc1ccc(F)cc1,26,0.86,x,x,0.8,23,0.7,1,0.8
CN1CCN(C(=O)c2ccccc2NC(=O)Cc2ccccc2)CC1,3,0.65,-1,-11,1,5,1,1,0.9
COc1ccccc1-c1nc(-c2ccncc2)no1,23,0.49,3,2,0.9,89*,0.8,1,0.1
CCCS(=O)(=O)N1CCC(C(=O)N2CCN(C(=O)OCC)CC2)CC1,-6,0.62,-7,-3,0.9,-10,1.1,1.3,1.1
CC(C)Oc1ccc(N2CC(C(=O)OCC(=O)NCc3ccccc3)CC2=O)cc1 (centres undefined),15,1.4,x,x,1.1,-9,0.9,x,1.1
CCn1c(SCC(=O)NC2CCCCC2)nnc1-c1cccs1,20,-0.71,-1,-8,1,18,0.8,0.9,0.8
COc1ccc(C2C(C#N)=C(N)OC3=C2C(=O)CC(C)C3)c(OC)c1OC (centres undefined),58*,0.01,4,-6,1.1,10,0.4,1,0.9
O=C(NC(=S)N(Cc1ccccc1)Cc1ccccc1)c1ccccc1F,53*,-0.9,0,9,1.1,22,0.5,x,0.8
COc1ccc(-n2c(SCC(=O)N3CCOCC3)nc(O)c(Cc3ccccc3)c2=O)cc1,11,0.37,-2,-9,1.2,18,0.9,1.2,0.8
N#Cc1cn(CC(=O)NCc2cccnc2)c2ccccc12,63*,0.16,3,0,0.8,80*,0.4,1.1,0.2
CCN(CC)S(=O)(=O)C1CCS(=O)(=O)C1 (centres undefined),-19,-0.45,-3,-1,1.3,-23,1.2,1.3,1.2
O=S(=O)(NCCSc1ccccc1)c1cccs1,46,0.37,5,-32,1.1,80*,0.5,1,0.2
O=C(c1cc(-c2cccs2)on1)N1CCN(c2ccc(F)cc2)CC1,22,-0.5,x,x,0.9,12,0.8,1,0.9
COc1cccc(NC2=NCC(=O)N2Cc2cccs2)c1,0,-0.56,0,-1,1,11,1,1,0.9
O=C(COc1ccccc1)Nc1ncc2c(n1)CCCC2=O,5,-0.68,0,19,0.9,-18,1,1.1,1.2
COc1ccc(-n2nnc3c(SCC(=O)NCc4ccco4)ncnc32)cc1,33,-1.7,-2,-4,1,7,0.7,1.1,0.9
O=C1C2C3c4ccccc4C(c4ccccc43)C2C(=O)N1Cc1ccco1 (centres undefined),-1,2.1,-2,10,1.1,10,1,1.1,0.9
CC1=CC(C)(C)N2C(=O)C3(SCC(=O)N3c3ccc(F)cc3)c3cc(C)cc1c32 (centres undefined),63*,-2.5,1,14,1.7,48,0.4,1.2,0.5

# Grouped by structure, the compounds so far containing two or more sulfur atoms.
SMILES,CYP2C9 inhib,Pyk2 oligo antag,CD11b adhes enh,CD11b adhes inh,PLAP act,CYP2C19 inh,CYP2C9 activ,MT1-MMP txn act,CYP2C19 activ
COc1ccc(NC(=O)CSc2nnc(-c3cccs3)n2C)cc1OC,-5,0.06,-3,-4,0.9,-9,1.1,1.1,1.1
COC(=O)c1sccc1NC(=S)N1CCCCC1,-21,0.06,-4,5,1.1,32,1.2,x,0.7
CCOC(=O)c1c(-c2ccc(C)o2)csc1NC(=O)CSc1ncn[nH]1,85*,0.29,-2,10,2.2*,61*,0.1,1.1,0.4
COCCn1c(SCC(=O)Nc2nnc(C)s2)nnc1-c1cc2ccccc2cc1O,41,0.37,-8,-6,1.1,10,0.6,1.1,0.9
CCOc1ccccc1Nc1nnc(SCC(=O)N2CCCC2)s1,-130,-0.31,0,-34,0.8,4,2.3*,1.4,1
CCn1c(SCC(=O)NC2CCCCC2)nnc1-c1cccs1,20,-0.71,-1,-8,1,18,0.8,0.9,0.8
CCN(CC)S(=O)(=O)C1CCS(=O)(=O)C1 (centres undefined),-19,-0.45,-3,-1,1.3,-23,1.2,1.3,1.2
O=S(=O)(NCCSc1ccccc1)c1cccs1,46,0.37,5,-32,1.1,80*,0.5,1,0.2

# Rewritten with bars between the fields: 2 of the compounds above
SMILES | CYP2C9 inhib | Pyk2 oligo antag | CD11b adhes enh | CD11b adhes inh | PLAP act | CYP2C19 inh | CYP2C9 activ | MT1-MMP txn act | CYP2C19 activ
CCn1c(SCC(=O)NC2CCCCC2)nnc1-c1cccs1 | 20 | -0.71 | -1 | -8 | 1 | 18 | 0.8 | 0.9 | 0.8
COc1ccc(C2C(C#N)=C(N)OC3=C2C(=O)CC(C)C3)c(OC)c1OC (centres undefined) | 58* | 0.01 | 4 | -6 | 1.1 | 10 | 0.4 | 1 | 0.9
